Compound activity from PubChem.
H37Rv inhibition = M. tuberculosis growth inhibition, HTS (AID 449762); M. tuberculosis H37Rv growth inhibition, 7H9 media; higher % means a stronger effect; inhibition, % at 25 µM, or IC50 in µM where a hit was titrated; 0.59% of 330,000 active; in the data active = a potency from the dose series; inconclusive = inhibition above about 70% without an active follow-up result;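 also: bacterial growth assessed after seven days of incubation; strong numbers were not always called active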
inhibitors of VEEV = inhibitors of VEEV TC-83 cytopathic effect, confirmation, Vero cells (AID 588727); inhibition, % at 20 µM; hits with a dose series show IC50 in µM; Vero cells, VEEV TC-83 cytopathic effect inhibition; higher % means a stronger effect; 0.13% of 350,000 active; in the data active = a potency from the dose series; inconclusive = inhibition mostly from about 14% at the one dose, without a potency; inactive = the rest, 99 in 100 with inhibition below about 12%; also: strong numbers were not always called active
tuberculosis growth = growth inhibition of non-replicating M. tuberculosis (AID 488890); inhibition, % at 25 µM, or IC50 in µM where a hit was titrated; 0.39% of 320,000 active; Mycobacterium tuberculosis non-replicating, growth inhibition; higher % means a stronger effect; in the data active = a potency from the dose series; inconclusive = inhibition mostly from about 82% at the one dose, without a potency; inactive = the rest, 99 in 100 with inhibition below about 76%;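 also: plate controls were DMSO cells for no effect and high antibiotic wells for full effect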
H1N1 NS1A inhibition = H1N1 influenza NS1A inhibitors, functional cell based assay (AID 504329). NS1A functional cell-based assay, percent inhibition; higher % means a stronger effect. inhibition, % at 12.5 µM; hits with a dose series show IC50 in µM. 0.3% of 340,000 active; in the data active = a potency from the dose series; inconclusive = inhibition above about 27% without an active follow-up result; also: strong numbers were not always called active
Salmonella PhoP GFP = PhoP regulon inhibitors, Salmonella typhi PhoP promoter GFP reporter, confirmatory (AID 1850) | Salmonella Typhi PhoP-promoter GFP reporter, fluorescence, 4 h; higher % means a stronger effect | one-dose inhibition, % at 50 µM; IC50 in µM for titrated hits | 0.33% of 310,000 active; in the data active = a potency from the dose series; inconclusive = inhibition mostly from about 25% at the one dose, without a potency; inactive = the rest, 99 in 100 with inhibition below about 19%;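 also: 0% = induced wells with vehicle and 100% = uninduced wells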
inhibitors of VEEV 10K pilot screen = also measured in inhibitors of VEEV; calls as there; inhibition, %; measured here: 10K pilot screen inhibition
Active calls of the source: *; i = inactive; ? = inconclusive; . = not tested or not shown. Rows are unselected; 1.6% or so of the library scored in one or more.

SMILES	H37Rv inhibition	inhibitors of VEEV	tuberculosis growth	H1N1 NS1A inhibition	Salmonella PhoP GFP	others
O=C(CCc1ccc(O)c(O)c1)NNC(=S)NCCc1ccccc1	1%	i	-21%	7%	7%
CCC(C(=O)NC1CCCC1)N(C(=O)Cn1nnc(-c2ccc(OC)c(OC)c2)n1)C1CCCCC1 (stereo unspecified)	-3%	3.8%	28%	15%	-1%
COc1ccc(NC(=O)c2noc(C(C)C)c2[N+](=O)[O-])cc1	3%	i	72%	2%	4%
Cc1cc(NC(=O)Nc2cccc(Cl)c2)n(C(C)(C)C)n1	2%	0.7%	9%	4%	5%
Cc1nc(SCC(=O)Nn2c(-c3ccccc3)nc3ccccc3c2=O)n[nH]1	-8%	0.9%	-4%	-93%	1%
COc1ccccc1NC(=O)CSC1=NC(=O)C(NC(C)=O)C(=O)N1 (stereo unspecified)	-7%	1.4%	-14%	0%	2%
COC(=O)c1ccc(OC(=O)C2CSC3(C)CCC(=O)N23)cc1 (stereo unspecified)	24%	0.8%	-1%	5%	6%
COc1ccc(NC(=O)N(C)C[C@@H]2Oc3ccc(NC(=O)NC(C)C)cc3CC(=O)N([C@H](C)CO)C[C@@H]2C)cc1	0%	i	19%	8%	.
Cc1ccc(NC(=O)c2ccc(NC3=NC4CS(=O)(=O)CC4S3)cc2)cc1 (stereo unspecified)	5%	3.7%	-5%	2%	10%
CCOC(=O)N1CCC(NC(=O)c2cc(C(=O)Nc3ccc(S(=O)(=O)N4CCOCC4)cc3)ccc2CO)CC1	5%	i	-14%	-6%	-9%
O=C(Cn1c(NCCCO)nc2ccccc21)c1cccs1	-3%	0.8%	.	-5%	18%
CCNC(=O)CC1C(=O)N(C)C(=S)N1NC(=O)c1ccc(Cl)cc1 (stereo unspecified)	-2%	0.8%	-5%	5%	7%
CC1CCC2(CC1)NC(=O)N(NC(=O)c1cccs1)C2=O (stereo unspecified)	-5%	2.0%	-16%	-4%	.
CCOc1ccc(C(=O)Nc2cccc(C)n2)cc1	-7%	1.7%	-3%	-2%	3%
CCNc1nc(NC(C)C)nc(N(C#N)C(C)C(=O)N(C)C)n1 (stereo unspecified)	7%	4.7%	17%	6%	1%
Cc1c(NC(=O)CSc2nnc(N)s2)c(=O)n(-c2ccccc2)n1C	-14%	0.9%	-46%	-6%	-12%
CC1CCC(NC(=O)C2CCN(S(=O)(=O)c3cccc4nonc34)CC2)CC1 (stereo unspecified)	-3%	1.1%	-9%	-7%	-1%
CCn1ccnc1CN(C)C(=O)c1cc(COc2ccc(OC)c3ccccc23)on1	?	6.6%	21%	2%	-7%
O=C(CSc1nnc(-c2ccc(F)cc2)o1)NC1CCCC1	.	1.4%	.	12%	.
CC1Cn2c(nnc2C23CC4CC(CC(C4)C2)C3)S1 (stereo unspecified)	6%	i	19%	-5%	3%
CCCC(=O)C1=C(O)C(C(=O)OC)C(C)(C)CC1=NCCc1ccccc1 (stereo unspecified)	10%	i	17%	1%	-9%
CCOC(C[n+]1c(-c2ccccc2)cc(C)cc1-c1ccccc1)OCC	-4%	i	42%	-1%	-8%	inhibitors of VEEV 10K pilot screen=1.0
COc1cc(C)nn1-c1ccc(Cl)cc1	7%	i	5%	8%	-11%
Cc1cc(C)cc(-n2ncc3c2CCCC3NC(=O)CCN2Cc3ccccc3C2=O)c1 (stereo unspecified)	3%	7.4%	16%	-11%	-1%
O=C(Cn1cnc2cc([N+](=O)[O-])ccc2c1=O)NC(c1ccccc1)c1ccccc1	2%	0.4%	7%	7%	9%
CC1CCCCN1C(=O)NC1CC(=O)N(c2ccc3c(c2)OCCO3)C1 (stereo unspecified)	3%	1.2%	0%	1%	-4%
CC1=C(C(=O)OC(C)C)C(/C=C/c2ccccc2)NC(=O)N1 (stereo unspecified)	-4%	1.2%	-13%	-17%	11%
O=C(NCCCN1CCOCC1)c1coc2ccccc2c1=O	-1%	9.4%	-5%	-14%	-4%
COc1ccccc1S(=O)(=O)Cc1ccc(C(=O)NCc2cccnc2)o1	-7%	1.2%	4%	-5%	-3%
CN(C)c1ccc(/C=C/C(=O)c2ccccc2)cc1[N+](=O)[O-]	17%	0.5%	76%	12%	7%	inhibitors of VEEV 10K pilot screen=0.5
CC(=O)c1cccc(NC(=O)C2CCN(S(=O)(=O)c3c(C)n[nH]c3C)CC2)c1	1%	0.3%	-3%	23%	17%
Cc1ccc(C2C(C(=O)c3cc4ccccc4o3)=C(O)C(=O)N2CCN2CCOCC2)o1 (stereo unspecified)	-2%	0.3%	75%	-1%	-16%
COc1ccc(C(CC(=O)N2CCOCC2)C(C)C)cc1 (stereo unspecified)	1%	1.4%	-6%	4%	4%
Cc1ccc(NC(=O)c2cc(S(=O)(=O)N3CCOCC3)cn2C)cc1F	-13%	3.6%	-18%	-4%	-7%
O=C(c1ccc(F)cc1)N1CCN(c2ccc([N+](=O)[O-])c(N3CCOCC3)c2)CC1	-3%	2.2%	10%	3%	-8%
COc1ccc(NC(=O)c2ccc(Br)c(S(=O)(=O)N3CCOCC3)c2)cc1	-5%	i	-8%	10%	2%
O=C(Cc1ccccc1F)NNC(=O)c1ccncc1	-2%	i	39%	-5%	-3%
Cc1nnc(SCC(=O)N/N=C/c2cn(-c3ccccc3)nc2-c2ccc(F)cc2)n1-c1ccccc1	4%	0.9%	22%	-5%	-5%
CCc1c(O)nc(SCC(=O)N2CCc3cc(OC)c(OC)cc3[C@@H]2C)[nH]c1=O	-3%	1.5%	12%	-2%	0%
COc1ccc(C(=O)Nc2cccc(-c3nc4ncccc4o3)c2C)cc1	3%	2.4%	1%	6%	-3%
COCCn1c(=S)[nH]c2cc(C(=O)N3CCCC(C)C3)ccc2c1=O (stereo unspecified)	-7%	i	8%	-2%	5%
CCc1cc2c(=O)nc3n(c2s1)Cc1ccccc1/C3=C(/O)c1ccccc1Cl	-4%	7.8%	-6%	4%	4%
O=C(Cc1ccc(S(=O)(=O)N2CCOCC2)s1)N1CCN(c2cccc(C(F)(F)F)c2)CC1	2%	4.5%	0%	-5%	-5%
CCn1nc(C)c(CNC(=O)c2cc(COc3ccccc3SC)on2)c1C	3%	i	11%	2%	-2%
CC(=O)OC(C(=O)NCc1ccc(F)cc1)c1ccccn1 (stereo unspecified)	-9%	1.0%	-6%	-13%	2%
CC1(C)C(c2cccs2)=NC(c2ccccc2)N1O (stereo unspecified)	4%	0.7%	-9%	-5%	5%
COC(=O)N1C(=O)[C@](c2ccccc2)(C2CCCC2)N1C(=O)OC	-5%	0.4%	-3%	-1%	-39%
Cc1cc(C)cc(OCC(=O)OCC(=O)NCc2cccs2)c1	1%	0.1%	29%	-10%	-5%
Cc1cccc(C(=O)OC2CCN(C)CC2)c1	-10%	i	-10%	-4%	1%
Cc1c2cnn(CC(=O)NCc3ccccn3)c(=O)c2c(C)n1Cc1ccccc1	-9%	2.1%	11%	1%	-7%
CCOC(=O)C1CCN(CC(O)COc2ccc(C(=O)CC)cc2)CC1 (stereo unspecified)	-15%	2.5%	0%	1%	-1%	inhibitors of VEEV 10K pilot screen=1.1
CC1=CC(=O)OC1Cc1ccncc1 (stereo unspecified)	-1%	1.9%	2%	-5%	-1%
NS(=O)(=O)c1ccc(CCNC(=O)C2CCN(S(=O)(=O)c3cccc4cccnc34)CC2)cc1	-2%	0.1%	1%	8%	-2%
CN1CCN(c2ccccc2NC(=O)COc2ccccc2)CC1	2%	1.9%	-4%	0%	7%
Cc1cc(Nc2cccc(Cl)c2)c2ccccc2n1	6%	0.4%	22%	-1%	-1%
CN(CCNC(=O)C1CCC(=O)N(Cc2cccc(F)c2)C1)CCc1ccccc1 (stereo unspecified)	-5%	0.9%	-3%	2%	-7%
CN(CC(=O)Nc1ccccc1Cl)C(=O)C1CCN(C(=O)c2ccc(Cl)cc2)CC1	-11%	3.8%	-8%	-6%	-7%
CC(C)Oc1cccc(C(=O)C2CCCN(C(=O)c3noc4c3CCCC4)C2)c1 (stereo unspecified)	5%	i	27%	7%	-9%
O=C(N/N=C/C=C/c1ccccc1)c1ccccc1Br	-1%	7.8%	?	8%	-3%
CC(NC(=O)NC(=O)c1cccc([N+](=O)[O-])c1)C1CC1 (stereo unspecified)	2%	2.1%	12%	-2%	1%

Copied from the results shown for reference:
SMILES	H37Rv inhibition	inhibitors of VEEV	tuberculosis growth	H1N1 NS1A inhibition	Salmonella PhoP GFP	others
O=C(CCc1ccc(O)c(O)c1)NNC(=S)NCCc1ccccc1	1%	i	-21%	7%	7%
CCC(C(=O)NC1CCCC1)N(C(=O)Cn1nnc(-c2ccc(OC)c(OC)c2)n1)C1CCCCC1 (stereo unspecified)	-3%	3.8%	28%	15%	-1%
COc1ccc(NC(=O)c2noc(C(C)C)c2[N+](=O)[O-])cc1	3%	i	72%	2%	4%
Cc1cc(NC(=O)Nc2cccc(Cl)c2)n(C(C)(C)C)n1	2%	0.7%	9%	4%	5%
Cc1nc(SCC(=O)Nn2c(-c3ccccc3)nc3ccccc3c2=O)n[nH]1	-8%	0.9%	-4%	-93%	1%
COc1ccccc1NC(=O)CSC1=NC(=O)C(NC(C)=O)C(=O)N1 (stereo unspecified)	-7%	1.4%	-14%	0%	2%
COC(=O)c1ccc(OC(=O)C2CSC3(C)CCC(=O)N23)cc1 (stereo unspecified)	24%	0.8%	-1%	5%	6%
COc1ccc(NC(=O)N(C)C[C@@H]2Oc3ccc(NC(=O)NC(C)C)cc3CC(=O)N([C@H](C)CO)C[C@@H]2C)cc1	0%	i	19%	8%	.
Cc1ccc(NC(=O)c2ccc(NC3=NC4CS(=O)(=O)CC4S3)cc2)cc1 (stereo unspecified)	5%	3.7%	-5%	2%	10%
CCOC(=O)N1CCC(NC(=O)c2cc(C(=O)Nc3ccc(S(=O)(=O)N4CCOCC4)cc3)ccc2CO)CC1	5%	i	-14%	-6%	-9%
O=C(Cn1c(NCCCO)nc2ccccc21)c1cccs1	-3%	0.8%	.	-5%	18%
CCNC(=O)CC1C(=O)N(C)C(=S)N1NC(=O)c1ccc(Cl)cc1 (stereo unspecified)	-2%	0.8%	-5%	5%	7%
CC1CCC2(CC1)NC(=O)N(NC(=O)c1cccs1)C2=O (stereo unspecified)	-5%	2.0%	-16%	-4%	.
CCOc1ccc(C(=O)Nc2cccc(C)n2)cc1	-7%	1.7%	-3%	-2%	3%
CCNc1nc(NC(C)C)nc(N(C#N)C(C)C(=O)N(C)C)n1 (stereo unspecified)	7%	4.7%	17%	6%	1%
Cc1c(NC(=O)CSc2nnc(N)s2)c(=O)n(-c2ccccc2)n1C	-14%	0.9%	-46%	-6%	-12%
CC1CCC(NC(=O)C2CCN(S(=O)(=O)c3cccc4nonc34)CC2)CC1 (stereo unspecified)	-3%	1.1%	-9%	-7%	-1%
CCn1ccnc1CN(C)C(=O)c1cc(COc2ccc(OC)c3ccccc23)on1	?	6.6%	21%	2%	-7%
O=C(CSc1nnc(-c2ccc(F)cc2)o1)NC1CCCC1	.	1.4%	.	12%	.

New compounds follow
SMILES	H37Rv inhibition	inhibitors of VEEV	tuberculosis growth	H1N1 NS1A inhibition	Salmonella PhoP GFP	others
CC(C)(C)NC(=O)c1ccc(NC(=O)c2ccccc2-c2ccccc2C(=O)O)cc1	8%	0.8%	3.7µM*	0%	-5%
CC1(C(=O)OCC(=O)Nc2ccccc2)CC1(Cl)Cl (stereo unspecified)	3%	i	.	2%	7%
O=[N+]([O-])c1ccc(N/N=C/c2sc(N3CCOCC3)nc2-c2ccccc2)c(S(=O)(=O)Nc2ccccc2Cl)c1	.	11%	.	20%	.
CC(C)(C)OC(=O)CN1C(=O)S/C(=C\c2ccc(-c3cccc(C(=O)O)c3)o2)C1=O	6%	.	-9%	.	-6%
O=C(O)CSc1nc(-c2ccccc2)nc2c1CCCC2	4%	0.3%	1%	-5%	-3%
NC(=O)c1cc2cc(Br)ccc2o/c1=N/NC(=O)c1cccc(F)c1	-2%	1.0%	6%	-18%	11%
CCOC(=O)c1ccc(NC(=O)NNC(=O)CCc2ccc(OC)cc2)cc1	-1%	3.4%	-8%	7%	-3%
